Screens from PubChem.
POLB inh: DNA polymerase beta (human) inhibition; P06746; Pol beta primer extension/strand displacement, fluorescence kinetic; Potency, µM (series often up to 114 µM), for the others: top-dose activity change, negative = inhibition, most hits filed as inhibitors; actives 1.3% (n = 340,000); also: % is scaled to controls: 0 for no effect and ±100 for the full control effect
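Pol beta (10 nM) and compounds were preincubated 15 min at room temperature, then 50 nM substrate (final) started primer extension/strand displacement. Reads were taken at 0 and 10 min; concentration-response data were fitted to a four-parameter Hill equation.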
APE1 inh: inhibitors of human APE1 endonuclease; P27695; recombinant APE1, TAMRA/BHQ-2 abasic DNA cleavage fluorescence; Potency, µM (titrated, usually from 65.8 µM), for the others: at the highest dose activity change, negative = inhibition, usual class: inhibitors; actives 0.35% (n = 350,000);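 also: plate controls were vehicle for no effect and reference inhibitor for full effect; nearly all actives have a fitted effect of over 55% in size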
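Enzyme (0.75 nM final) and test compound are incubated 15 min at room temperature before adding 50 nM quenched THF abasic-site duplex. Cleavage dequenches TAMRA, followed at 525/598 nm over three reads one minute apart.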
POLH inh: blocks human DNA polymerase eta activity | Q9Y253 | recombinant Pol eta, fluorescent DNA replication assay | Potency, µM (top dose mostly 114 µM), without a hit: at the top dose activity change, negative = inhibition, most hits filed as inhibitors | actives 1.2% (n = 390,000); also: % is scaled to controls: 0 for no effect and ±100 for the full control effect
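Fluorescent replication assay: 50 nM final substrate added after a 15 min room-temperature compound preincubation with 10 nM enzyme. Signal taken at 0 min and again at 10 min.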
POLI inh: DNA polymerase iota (human) inhibition | Q9UNA4 | Pol iota fluorescent replication assay, 10 min | Potency, µM (titrated, usually from 115 µM), for inactives: at the highest dose activity, negative = inhibition, most hits filed as inhibitors | actives 1% (n = 390,000)
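Fluorescent replication assay read twice, at 0 min and 10 min after adding 50 nM (final) substrate. Enzyme (10 nM) and compounds were first incubated 15 min at room temperature; enzyme-free buffer wells were negative controls.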
BLM inh: Bloom syndrome helicase (human) inhibition; P54132; recombinant BLM DNA unwinding, fluorescence dequenching; Potency, µM (doses to about 56.1 µM), for inactives: at the highest dose activity change, negative = inhibition, most hits filed as inhibitors; actives 0.2% (n = 350,000); AID 2528;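 also: plate controls were vehicle for no effect and no enzyme for full effect; nearly all actives have a fitted effect of over 35% in size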
BAZ2B inh: BAZ2B (human) inhibition. Q9UIF8. AlphaScreen BAZ2B-H3K14Ac peptide displacement. Potency, µM (doses to about 114 µM), without a hit: at the top dose activity change, negative = inhibition, hits mostly inhibitors. actives 4.4% (n = 360,000). AID 504333; also: % is scaled to controls: 0 for no effect and ±100 for the full control effect; nearly all actives have a fitted effect of over 60% in size
Target sequence (Q9UIF8 whole entry, looked up): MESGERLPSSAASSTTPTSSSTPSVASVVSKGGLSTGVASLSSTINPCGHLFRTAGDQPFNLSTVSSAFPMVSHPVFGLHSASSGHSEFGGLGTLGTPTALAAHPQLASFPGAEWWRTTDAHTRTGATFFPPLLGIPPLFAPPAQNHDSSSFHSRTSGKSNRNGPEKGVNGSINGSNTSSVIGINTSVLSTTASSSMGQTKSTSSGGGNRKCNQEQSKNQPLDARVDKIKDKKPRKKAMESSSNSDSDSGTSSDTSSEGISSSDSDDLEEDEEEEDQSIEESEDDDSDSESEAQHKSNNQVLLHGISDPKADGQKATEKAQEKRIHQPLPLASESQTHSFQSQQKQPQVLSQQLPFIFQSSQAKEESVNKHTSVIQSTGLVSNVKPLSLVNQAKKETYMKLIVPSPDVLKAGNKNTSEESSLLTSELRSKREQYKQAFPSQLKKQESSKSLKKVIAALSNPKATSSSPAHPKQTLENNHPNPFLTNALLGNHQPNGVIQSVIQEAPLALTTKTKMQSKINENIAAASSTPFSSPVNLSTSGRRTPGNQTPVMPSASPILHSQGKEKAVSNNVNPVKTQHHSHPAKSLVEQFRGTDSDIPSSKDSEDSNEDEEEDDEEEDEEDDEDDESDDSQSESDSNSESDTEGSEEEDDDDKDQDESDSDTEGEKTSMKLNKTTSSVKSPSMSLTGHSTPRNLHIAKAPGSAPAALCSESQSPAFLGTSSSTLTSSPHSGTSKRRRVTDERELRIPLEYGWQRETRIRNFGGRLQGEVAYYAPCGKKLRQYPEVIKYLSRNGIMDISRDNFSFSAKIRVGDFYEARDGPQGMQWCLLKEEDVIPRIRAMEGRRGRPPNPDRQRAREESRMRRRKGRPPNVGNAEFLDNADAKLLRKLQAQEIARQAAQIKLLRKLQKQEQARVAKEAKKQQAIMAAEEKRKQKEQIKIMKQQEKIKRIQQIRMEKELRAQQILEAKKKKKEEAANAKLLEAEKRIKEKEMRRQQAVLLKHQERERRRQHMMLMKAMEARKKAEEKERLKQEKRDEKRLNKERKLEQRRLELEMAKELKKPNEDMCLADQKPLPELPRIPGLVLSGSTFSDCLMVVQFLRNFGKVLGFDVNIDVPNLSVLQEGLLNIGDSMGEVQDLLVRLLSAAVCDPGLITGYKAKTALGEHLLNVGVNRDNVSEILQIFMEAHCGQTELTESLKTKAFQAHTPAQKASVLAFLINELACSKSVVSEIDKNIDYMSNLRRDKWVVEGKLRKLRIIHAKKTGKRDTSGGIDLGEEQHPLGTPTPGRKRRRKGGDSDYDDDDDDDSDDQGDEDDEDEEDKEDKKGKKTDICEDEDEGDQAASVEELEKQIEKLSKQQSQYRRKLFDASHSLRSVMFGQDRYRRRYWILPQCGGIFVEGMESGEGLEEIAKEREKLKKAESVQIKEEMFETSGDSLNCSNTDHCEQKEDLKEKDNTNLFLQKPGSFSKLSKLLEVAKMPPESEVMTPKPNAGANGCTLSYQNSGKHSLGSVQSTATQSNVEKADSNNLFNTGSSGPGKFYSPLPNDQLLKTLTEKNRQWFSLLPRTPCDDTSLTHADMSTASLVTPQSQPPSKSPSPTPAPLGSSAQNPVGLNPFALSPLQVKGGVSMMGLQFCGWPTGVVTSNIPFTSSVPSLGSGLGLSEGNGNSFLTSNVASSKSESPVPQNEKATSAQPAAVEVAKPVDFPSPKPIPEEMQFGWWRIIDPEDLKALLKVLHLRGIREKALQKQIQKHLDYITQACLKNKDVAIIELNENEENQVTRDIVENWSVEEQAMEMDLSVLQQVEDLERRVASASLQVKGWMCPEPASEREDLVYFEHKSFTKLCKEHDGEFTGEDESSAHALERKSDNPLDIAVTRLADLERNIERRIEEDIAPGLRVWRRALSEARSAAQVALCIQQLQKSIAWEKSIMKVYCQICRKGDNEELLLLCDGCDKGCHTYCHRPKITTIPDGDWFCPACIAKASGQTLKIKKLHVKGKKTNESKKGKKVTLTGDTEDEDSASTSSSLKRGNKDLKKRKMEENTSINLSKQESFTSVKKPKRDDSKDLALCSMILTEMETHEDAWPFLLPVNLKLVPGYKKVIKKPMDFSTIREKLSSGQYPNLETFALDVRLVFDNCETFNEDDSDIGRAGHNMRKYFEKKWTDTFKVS
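BAZ2B 50 nM plus b-H3(5-23)K14Ac 50 nM, PBS pH 7.4/0.01% Tween-20, 30 min RT; compound added (max 110 uM), 30 min RT; streptavidin donor/Ni-chelate acceptor beads 10 ug/mL final, 20 min dark; AlphaScreen read.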
G9a block: inhibitors of human histone lysine methyltransferase G9a; G9a H3K9 monomethylation, AlphaScreen, 2 h; Q96KQ7; actives 8.8% (n = 350,000); Potency, µM (top dose mostly 102 µM), for inactives: at the highest dose activity, negative = inhibition, usual class: inhibitors; also: % is scaled to controls: 0 for no effect and ±100 for the full control effect; nearly all actives have a fitted effect of over 75% in size
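Readings reflect AlphaScreen signal from monomethyl-H3K9 antibody detection. HMT at 20 nM; substrate b-H3K9 500 nM; cofactor SAM 20 uM; 2 h RT reaction; compounds tested as titrations in qHTS with 15 min preincubation.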
Pol kappa inh: inhibitors of human DNA polymerase kappa; AID 588579; actives 0.53% (n = 400,000); Potency, µM (doses to about 107 µM), for inactives: at the top dose activity, negative = inhibition, usual class: inhibitors; purified Pol kappa, fluorescent DNA synthesis assay, 10 min; Q9UBT6; also: % is scaled to controls: 0 for no effect and ±100 for the full control effect
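Enzyme at 10 nM met test compounds for 15 min at room temperature. Substrate addition (50 nM final) began the reaction, which was monitored by fluorescence at 0 and 10 min.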
JMJD2A Tudor: inhibitors of human JMJD2A Tudor domain; actives 4.4% (n = 390,000); AlphaScreen JMJD2A-Tudor / H3K4me3 peptide binding; O75164; Potency, µM (doses to about 114 µM), for inactives: at the highest dose activity change, negative = inhibition, usual class: inhibitors; also: % is scaled to controls: 0 for no effect and ±100 for the full control effect; nearly all actives have a fitted effect of over 50% in size
Active calls of the source: *; ? = inconclusive; / = no result given; & = joins results of further samples; [ ] = another dose, or the depositor's remark. Calls follow the shape of the dose curve; as a rule, active = well fitted curve in the direction sought with a large enough effect; inconclusive = small, poorly fitted or top-dose-only effect, or another doubt; inactive = no such curve, though single readings can be large; an effect the other way counts as inactive or inconclusive. Potency is read from the fitted curve at half-maximal effect. This is a subset; the hit share may differ from the screen's.

Sample of the layout:
item	Structure	POLI inh	POLH inh	APE1 inh	JMJD2A Tudor	Pol kappa inh	BLM inh	G9a block	POLB inh	BAZ2B inh
1	Cc1ccc(C(C)C)c(OCCNCCc2ccccc2)c1	28%	-15%	-1%	25µM*	-3%	1%	/	3%	?
2	O=C(CSc1nc2ccccc2s1)N/N=C/c1cc([N+](=O)[O-])ccc1O	-16%	-19%	3%	?	-12%	-1%	29%	-10%	-23%
3	CCOc1ccc(C(=O)CCC(=O)NCC(=O)OCc2ccccc2)cc1OCC	25%	-2%	8%	-6%	6%	-6%	0%	4%	-1%
4	COc1cc([N+](=O)[O-])ccc1NC(=S)NC(=O)CC(C)(C)C	28%	-18%	-1%	-30%	-8%	-9%	4%[12.7 µM]	1%	-23%

Results, repeating the preview:
item	Structure	POLI inh	POLH inh	APE1 inh	JMJD2A Tudor	Pol kappa inh	BLM inh	G9a block	POLB inh	BAZ2B inh
1	Cc1ccc(C(C)C)c(OCCNCCc2ccccc2)c1	28%	-15%	-1%	25µM*	-3%	1%	/	3%	?
2	O=C(CSc1nc2ccccc2s1)N/N=C/c1cc([N+](=O)[O-])ccc1O	-16%	-19%	3%	?	-12%	-1%	29%	-10%	-23%
3	CCOc1ccc(C(=O)CCC(=O)NCC(=O)OCc2ccccc2)cc1OCC	25%	-2%	8%	-6%	6%	-6%	0%	4%	-1%
4	COc1cc([N+](=O)[O-])ccc1NC(=S)NC(=O)CC(C)(C)C	28%	-18%	-1%	-30%	-8%	-9%	4%[12.7 µM]	1%	-23%
5	CN(C)S(=O)(=O)c1cccc(NC(=O)COC(=O)c2cc(=O)[nH]c(=O)[nH]2)c1	82%[activator]	-16%	-1%	3%	-1%	0%	/	19%	-16%
6	O=C(Cc1sc(Nc2ccccc2)nc1-c1ccccc1)NCc1ccccn1	193%[activator]	-22%	-2%	?	-17%	-11%	35µM*	-16%	-38%
7	O=C(CN1CCOCC1)Nc1ccc(Oc2ccccc2)cc1	22%	-14%	-2%	-5%	-7%	0%	8%[12.7 µM]	7%	0%
8	Cn1c(N)c(C(=O)COC(=O)c2cc(C(F)(F)F)nc3ccccc23)c(=O)n(Cc2ccccc2)c1=O	33%[activator]	-10%	?	-29%	-11%	-15%&-15%	?	-26%	-26%
9	Cc1cccc(-c2nsc(SCC(=O)NCc3ccc4c(c3)OCO4)n2)c1	-2%	?	19%	-3%[57.1 µM]	-1%	4%	-8%	0%	5%
10	O=C1c2ccccc2C(=O)N1CCCCCCc1ccccc1	38%[activator]	-15%	18%	292%[activator]	6%	/	-1%[0.501 µM]	/	/
11	COc1ccc(S(=O)(=O)N2CCN(CC(=O)Nc3ccc(Cl)c(C(F)(F)F)c3)CC2)cc1	-17%	-6%	/	-17%	-7%	-5%	-9%[59 µM]	-3%	-1%
12	CCN(CC)CCN(C(=O)c1ccccc1OC)c1nc2ccc(F)cc2s1	-5%	-14%	-1%	-26%	7%	-5%	?	7%	/
13	O=C(COC(=O)Cc1cccc(F)c1)NC(=O)NC1CCCCC1	17%	-2%	10%	-16%	2%	/	?	/	3%
14	CCN(C(=O)COC(=O)/C=C/c1ccc(Cl)c(Cl)c1)c1c(N)n(Cc2ccccc2)c(=O)[nH]c1=O	-9%	1%	/	-4%	-10%	/	/	/	/
15	O=C(CCc1ccccc1)NNC(=S)NC(=O)c1ccccc1	?	-6%	-3%	28µM*	-4%	-3%	4.5µM*	0%	2%[57.1 µM]
16	O=C(c1ccc(Cl)c(S(=O)(=O)N2CCOCC2)c1)N1CCc2ccccc2C1	4%	-20%	13%	-1%	-8%	/	/	/	/
17	COc1ccc(/C=N/NC(N)=S)cc1	45%[activator]	-2%	3%	-3%	2%	-2%	?	27%	-14%
18	C=CCN(Cc1ccc(Cl)s1)C(=O)c1ccc(F)c(S(=O)(=O)N2CCOCC2)c1	11%	-18%	39%	-8%	-6%	/	/	/	/
19	CCOC(=O)c1c(/N=C/N(C)C)sc(/C=N/Nc2ccccc2)c1-c1ccc(Cl)cc1	14%	-12%	-1%	?	-25%	-4%	?	-3%	-6%
20	O=c1[nH]c(C2CCCN(S(=O)(=O)c3ccccc3)C2)nc2c1nnn2Cc1ccc2c(c1)OCCO2 (stereo not given)	-19%	-10%	61%[activator]	-14%	4%	-5%	38%	-11%	-23%
21	COc1ccc(-c2csc(NC(=O)c3ccccc3OC)c2C(=O)O)cc1OC	0%	-10%	51%[activator]	5%	-5%	-4%	1%	-1%	-29%
22	NCCCCCC(=O)N/N=C/c1coc2ccccc2c1=O	144%[activator]	-15%	-6%	-8%	-9%	0%	?	-1%	-6%
23	CCn1c(C)[n+](CC)c2ccc(S(=O)(=O)N(C)C)cc21	-23%	-3%	2%	0%	-6%	1%	45µM*	-12%	?
24	CCOC(=O)N1CCN(S(=O)(=O)N2CCCC(C(=O)NCCc3ccc(C)cc3)C2)CC1 (stereo not given)	31%[activator]	-22%	17%	-4%	7%	0%	10%	12%	-3%[57.1 µM]
25	Cc1ccc(-c2csc(-c3ccncc3)n2)cc1	0%	-19%	-10%	9%	-1%	-1%	15%	-1%	8%
26	CCCCCNS(=O)(=O)c1ccc(N2CCCCS2(=O)=O)cc1	24%	-8%	/	4%	-4%[60.1 µM]	-1%	7%[12.7 µM]	5%	-7%
27	COC(=O)c1cccc(COC(=O)c2cc3ccccc3oc2=O)c1	-10%	-15%	21%	11%	8%	-7%	23%	14%	6%
28	O=C(C[C@H]1C/C=C\CC[C@H](Cc2ccc(F)cc2)C(=O)O[C@@H](c2ccccc2)CNC1=O)N[C@H](CO)Cc1ccccc1	1%	-11%	6%	-16%	-8%	/	/	/	/
29	CCOC(=O)C(NC(=O)CC)(Nc1ccccc1OC)C(F)(F)F (stereo not given)	9%	-6%	2%	-5%	-4%	0%	5%	-1%	10%
30	O=C(Oc1ccc(/C=N/O)cc1)c1ccccc1Cl	6%	-2%	4%	-4%	-13%	-9%	?	9%	-26%

Molecules above containing a thiophene ring, fused or not (three):
item	Structure	POLI inh	POLH inh	APE1 inh	JMJD2A Tudor	Pol kappa inh	BLM inh	G9a block	POLB inh	BAZ2B inh
18	C=CCN(Cc1ccc(Cl)s1)C(=O)c1ccc(F)c(S(=O)(=O)N2CCOCC2)c1	11%	-18%	39%	-8%	-6%	/	/	/	/
19	CCOC(=O)c1c(/N=C/N(C)C)sc(/C=N/Nc2ccccc2)c1-c1ccc(Cl)cc1	14%	-12%	-1%	?	-25%	-4%	?	-3%	-6%
21	COc1ccc(-c2csc(NC(=O)c3ccccc3OC)c2C(=O)O)cc1OC	0%	-10%	51%[activator]	5%	-5%	-4%	1%	-1%	-29%

Some of the entries so far, with two lines to a compound:
Each structure is followed by: POLI inh | POLH inh | APE1 inh | JMJD2A Tudor | Pol kappa inh | BLM inh | G9a block | POLB inh | BAZ2B inh
16: O=C(c1ccc(Cl)c(S(=O)(=O)N2CCOCC2)c1)N1CCc2ccccc2C1
  4% | -20% | 13% | -1% | -8% | / | / | / | /
17: COc1ccc(/C=N/NC(N)=S)cc1
  45%[activator] | -2% | 3% | -3% | 2% | -2% | ? | 27% | -14%

Next part.
item	Structure	POLI inh	POLH inh	APE1 inh	JMJD2A Tudor	Pol kappa inh	BLM inh	G9a block	POLB inh	BAZ2B inh
31	O=[N+]([O-])c1ccc(/C([O-])=C(/C(=S)NCc2ccco2)[n+]2ccccc2)cc1	39%[activator]	-15%	8.9µM*	-33%	-18%	0%	35µM*	20µM*	?
32	Nc1nonc1-c1nc2ccccc2n1CC(=O)Nc1ccccc1	18%	12%	0%	-2%	-16%	-4%	6%[12.7 µM]	-8%	-2%
33	Cc1nnsc1-c1c(C(=O)N2CCOCC2)c(C)nn1-c1ccccc1	-7%[58.9 µM]	0%	0%	-4%	-1%	-5%	25%[59 µM]	-9%	0%
34	COC(=O)c1ccc(CSc2nnc(N)s2)cc1	20%	-11%	8%	-11%	-2%	-5%	-6%	0%	-4%
35	Cc1cccc(NC(=S)N(CCN2CCOCC2)Cc2ccccc2F)c1	18%	-3%	-2%	-12%	-1%	-4%	47%	-7%	-6%
36	COc1ccc(-n2c(=O)c(-c3cc(F)cc(F)c3)nc3cnc(N4CCOCC4)nc32)cc1	/	/	-1%	/	5%[60.1 µM]	-2%	4%[0.501 µM]	/	/
37	COCc1[nH]nc2c1C(c1ccc(F)cc1F)C(C#N)=C(N)O2 (stereo not given)	8%	-1%	1%	-15%	4%	2%	-11%	1%	2%
38	COc1ccc(OC)c(NC(=O)C(C)N2c3cccc4cccc(c34)S2(=O)=O)c1 (stereo not given)	64%[activator]	-6%	-21%	-17%	-14%	-10%	17%	-4%	-1%
39	CC(=O)N1c2ccc(S(=O)(=O)N3CCCC3)cc2CC1C(=O)NCc1ccccc1F (stereo not given)	?	-7%	71%[activator]	-16%	-1%	1%	13%	17%	-1%
40	Cc1ccc(-n2c(-c3ccc(Br)cc3)c[n+]3c2CCc2ccc4cccnc4c2-3)cc1	-3%[58.9 µM]	-9%	-8%	-20%	-1%	87%[activator]	-16%	50µM*	-26%
41	Cc1cc(=O)[nH]c2nnc(-c3ccc(Cl)cc3)n12	130%[activator]	-4%	-12%	-13%	-2%	-3%	23%	0%	4%
42	O=C(CSc1nc(-c2ccco2)cc(C(F)(F)F)n1)NCCN1CCOCC1	28%	-1%	5%	-12%	-6%	1%	-4%	9%	-16%
43	CCc1nnc(NC(=O)CCC(=O)N2CCN(CCc3ccccc3)CC2)s1	1%	10%	1%	-2%	-1%	1%	6%	8%	11%
44	N#CCCNC(=O)CCN1CCOCC1	-4%	-21%	1%	?	-12%	-4%	28µM*	2%	-4%
45	Cc1ccc(NC2=CC(=O)CC(c3ccco3)C2)c(N)c1 (stereo not given)	5%	-13%	12%	-28%	-11%	-4%	-16%[59 µM]	38%	8%
46	COc1ccc(S(=O)(=O)Nc2ccc(-c3cn4c(C)csc4n3)cc2)cc1	-16%	-8%	/	-29%	0%[60.1 µM]	-3%	?	-11%	?
47	CCN(C1CCCCC1)S(=O)(=O)c1ccc(C(=O)O)cc1	22%	-13%	-5%	-12%	1%	2%	-39%[59 µM]	-22%	-13%
48	COC(=O)c1ccc(N2CCN(C)CC2)c(NC(=O)COc2ccccc2Cl)c1	15%	-13%	70%[activator]	-19%	11%	-2%	6%	17%	1%
49	CCOC(=O)CSc1nnc(-c2cccc(Cl)c2)n1CC	7%	4%	-2%	-7%	3%	-1%	-8%[59 µM]	20%	/
